GSIS activator – GLuc luminescence reporter in INS-1E cells, primary screen for activators of glucose-dependent secretion of insulin; activation, % at 16.6 µM; 0.61% of 370,000 active; AID 743287; INS-1E GLuc reporter insulin secretion, 2-3 h;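 active = lowest replicate activation of at least 40%, so every replicate reaches that level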;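 note: 0% = median of neutral control wells and 100% = median of IBMX positive control wells; some compounds called inactive have numbers as strong as hits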
miR-122 sensor – blocks miR-122 activity in Huh7 sensor cells. Huh7 miR-122 Renilla luciferase sensor, 48 h; neutral wells = 0, positive control = 100. activation (reporter increase), % at 12.5 µM. 0.3% of 340,000 active;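 active = mean replicate activation score at least 90 and every replicate individually at or above 90; inconclusive = only one of the two criteria met; inactive = neither criterion met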;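 note: higher luciferase means less miR-122 activity so hits act as miR-122 inhibitors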
F508del corr – correctors of CFTR F508del function in bronchial epithelial cells; CFBE cells, YFP halide quenching; stimulated with forskolin plus potentiator P3; % fluorescence drop versus neutral controls; 0.36% of 350,000 active; activity (quench increase), % at 7.58 µM; AID 720511;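 active = mean added fluorescence quench of at least 8% versus neutral control, with both replicates also reaching 8%; inconclusive = only one of the mean or replicate conditions met; inactive = mean below 8% and not both replicates reaching 8%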;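 note: cells transiently co-express mutant CFTR-F508del with the halide-sensitive YFP; corrector assay measuring rescue of mutant channel to the surface after 24 h compound exposure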
FN deposit inh – fibronectin deposition inhibition | AH1F fibroblasts, Alexa488-fibronectin deposition fluorescence, overnight | inhibition, % at 12.6 µM | 0.086% of 350,000 active;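 active = mean inhibition across replicates of 30% or more, regardless of how many single replicates reach that level; inconclusive = mean under 30% yet at least half of replicates reach 30%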;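 note: positive control wells lacked labelled fibronectin entirely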
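Material – AH1F fibroblast monolayer, labelled fibronectin deposition · Reagent – labelled fibronectin 24 nM · Timing – 1 h adhesion, overnight exposure · Measured by – fluorescence at 485 nm excitation, 525 nm emission · Read-out – inhibition of fibronectin deposition signal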
Cneo AK release – Cryptococcus neoformans lysis via adenylate kinase release; C. neoformans lysis, adenylate kinase release luminescence, 4 h; normalised: neutral wells 0, clomiphene wells 100; lysis activity, % at 15 µM; 0.2% of 360,000 active;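 active = mean lysis activity across replicates of at least 80%, whatever share of replicates individually reach that level; inactive = mean lysis activity below 80%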
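Assay system: Cryptococcus neoformans yeast cells / Dosing: single-point compound dose / Timing: 4 h at 37 °C static, read 1 h later / Measured by: luminescence of released adenylate kinase using an AK detection reagent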
PglD DTNB – inhibitors of Campylobacter jejuni PglD acetyltransferase | purified PglD enzyme, DTNB colorimetric CoA detection | inhibition, % at 12.5 µM | 0.098% of 360,000 active; in the data active = inhibition above about 16%, passing the limit was not always enough; inconclusive = no clear call, values can overlap the other calls; note: strong numbers were not always called active
PGC1a acetyl inh – modulators of PGC1a acetylation. inhibition, % at 15.6 µM. AID 651687. U2OS PGC1a acetylation, AlphaScreen anti-acetyl-lysine; with virally co-expressed GCN5 acetyltransferase. 0.17% of 350,000 active;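 active = every replicate shows inhibition of at least 40%; inconclusive = mean inhibition at least 40% but some replicate below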;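 note: 0% = neutral control wells and 100% = positive control wells; some results beyond the cut were filed as inactive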
Statin myotox sup – suppression of simvastatin myotoxicity; C2C12 myotubes + simvastatin, ATP luminescence, 48 h; scaled: DMSO 0, geranylgeraniol control 100; rescue of ATP level, % at 7.49 µM; 0.78% of 330,000 active;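 active = mean ATP rescue above about 67%, or every replicate alone reaching that limit, limit read from the data, passing the limit was not always enough; inconclusive = no clear call, values can overlap the other calls; inactive = mean under the limit and some replicate under it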;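 note: myotubes were challenged with 10 µM simvastatin during compound exposure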
* marks the source's active call; other numbers are inactive results; ? = inconclusive; . = no result given; & = joins results of further samples; [ ] = dose if it differs, or a comment.

Results follow in this order: miR-122 sensor	Statin myotox sup	F508del corr	PGC1a acetyl inh	PglD DTNB	Cneo AK release	GSIS activator	FN deposit inh
Cc1ccc(S(=O)(=O)Nc2ccc3c(c2)C(=O)N([C@H](C)CO)C[C@H](C)[C@H](CN(C)S(=O)(=O)c2cccs2)O3)cc1
→ -2[16.7 µM]	-13	-2.2	-4	4	6	-6	.
COc1ccc2[nH]c(C(=O)NCCN3CCOCC3)cc2c1
→ 5	-2	-0.5	.	4	1	6	0
O=C(O)c1ccc(/C=C2\CCCc3c2nc2ccccc2c3C(=O)O)cc1
→ 2	-2	-2.1	10	6	-4	10	-13
Cc1cccc(NC(=O)/C(=C\c2ccc([N+](=O)[O-])o2)NC(=O)c2ccc(Cl)cc2)c1
→ -4	14	.	8	-2	2	50	7
CSc1ccccc1C(=O)NCc1ccc(F)cc1
→ -2	1	.	2	-14	0	9	-9
Cc1ccc(S(=O)(=O)Nc2ccc3c(c2)C(=O)N([C@H](C)CO)C[C@H](C)[C@H](CN(C)S(=O)(=O)c2ccc(Cl)cc2)OCCCC[C@@H](C)O3)cc1
→ -12[16.7 µM]	.	4.4	-3	2	0	14	-11
Cc1cc(C)cc(N2C(=O)CS(=O)(=O)C2c2cccc([N+](=O)[O-])c2)c1 (stereo unspecified)
→ .	.	0.0	-5	4	-4	.	.
COc1ccccc1NC(=O)CSc1n[nH]c(-c2cccnc2)n1
→ -7	.	0.6	3	0	0	4	-1
CCN(CC(=O)NC(C)(C)C)C(=O)CCl
→ -8	.	.	.	6	8	-2	.
C[C@@H]1CN([C@@H](C)CO)S(=O)(=O)c2ccc(C#CC3CC3)cc2O[C@@H]1CN(C)Cc1ccccc1F
→ 23[16.7 µM]	-4	1.6	-27	-4	-1	-14	-29
CN(C)C(CNC(=O)c1ccc2nc[nH]c2c1)c1ccccc1 (stereo unspecified)
→ 5	5	-0.1	.	-7	2	3	.
CCOc1ccc(CCNC(=O)C2CCCN(c3nn4c(=O)cc(C)nc4s3)C2)cc1OCC (stereo unspecified)
→ -6	-4	.	-17	-2	3	.	.
O=C(C[C@H]1CC[C@@H](NC(=O)c2ccc(F)cc2)[C@H](CO)O1)NCCc1ccncc1
→ .	0	-1.0	8	-1	53	18	.
N#Cc1nc(-c2ccco2)oc1NCc1ccc(F)cc1
→ 3	30	.	1	-7	2	.	.
O=C(NCCc1ccccc1)C(c1ccccc1F)N(C(=O)c1csnn1)C1CC1 (stereo unspecified)
→ 2	-24	-3.1	1	2	3	-32	-5
CC(C)(C)NC(=O)CCSc1nnc(-c2ccco2)o1
→ 3	8	1.1	9	-3	-1	-10	3
Cn1c(SCc2ccccc2)nnc1C1CCCNC1 (stereo unspecified)
→ 7	-10	.	-13	-1	-3	.	5
CCS(=O)(=O)c1ccc(O)c(NC(=O)Nc2ccccc2OC)c1
→ -2	-14	-3.5	2	3	4	.	-2
CC(SCc1ccccc1)C(=O)Nc1ccccc1 (stereo unspecified)
→ -2	8	2.2	6	2	-1	0	-16
C[C@H]1CN([C@@H](C)CO)C(=O)c2cc(C#CCN(C)C)cnc2O[C@H]1CN(C)Cc1ccc(F)cc1
→ 5[16.7 µM]	-6	1.9	-7	-1	58	9	9
COCC(=O)Nc1ccc2c(c1)OC[C@@H](C)N(CCC(F)(F)F)C[C@H](C)[C@@H](OC)CN(C)C2=O
→ .	-6	-0.3	6	2	-47	0	.
CC(C)[C@H](N)C(=O)NC[C@H](CC(=O)NC[C@H]1CC[C@H](C(=O)O)CC1)c1ccc(Cl)cc1
→ -9	4	4.7	11	-2	2	5	8
CCOC(=O)CC1(NC(=O)C2CCC(=O)N(Cc3ccccc3F)C2)CCCCC1 (stereo unspecified)
→ 6	5	1.5	-5	3	2	15	-8
Cc1ccc(NC(=O)C(=O)NCc2ccncc2)cc1
→ .	.	2.7	9	.	.	7	6
C[C@@H]1CCCCO[C@H](CN(C)CC2CC2)[C@@H](C)CN([C@H](C)CO)C(=O)c2cc(NC(=O)Nc3ccc(F)cc3)ccc2O1
→ 5[16.7 µM]	24	2.5	1	1	0	19	1
O=C(c1cnccn1)N1CC(=O)N2[C@H](C1)[C@H](c1ccc(C#CC3CCCCC3)cc1)[C@@H]2CO
→ .	.	0.7	-13	.	.	-6	3
Cc1ccc(CNC(=O)C2CCN(c3nnc(N4CCCC4=O)s3)CC2)cc1
→ -9	5	2.4	6	-2	4	-2	1
Cc1noc(C)c1S(=O)(=O)N(C)C[C@H]1Oc2ccc(NC(=O)CCCCCC(=O)Nc3ccccc3N)cc2CC(=O)N([C@H](C)CO)C[C@@H]1C
→ .	.	0.6	3	.	.	2	-7
CCSc1nnc2ccc(-c3ccc(C)cc3)nn12
→ 11	-11	3.3	-10	2	0	18	3
Cc1cc(=O)oc2cc(O)cc(O)c12
→ -2	0	1.9	0	-4	3	.	7
CCN(Cc1ccc(OC)c(COC)c1)CC1CCCN(CCc2cccc(F)c2)C1 (stereo unspecified)
→ 3	15	0.6	2	1	0	-12	1
Cc1ccc(C)c(NC(=O)COC(=O)CSc2ccccc2)c1
→ -2	3	-0.3	3	0	0	17	-3
CCCCN1C(=O)C2NN=C(C(=O)OCC)C2C1=O (stereo unspecified)
→ 9	3	.	-5	1	9	.	3
COC(=O)c1sc(NC(=O)CN2CCN(c3cccc(Cl)c3)CC2)c(C(=O)OC)c1C
→ -3	-1	1.2	-7	.	.	20	7
C/C(=N\NC(=O)c1nc2ccccn2c1C)c1ccc2c(c1)OCO2
→ 9	10	.	-4	3	8	28	1
CCn1cc(CNC(=O)c2cccc([N+](=O)[O-])c2)c(C)n1
→ -3	.	.	-1	-4	2	2	8
Cc1cc(C)cc(NC(=O)CSc2nnc(CNC(=O)c3ccco3)o2)c1
→ -2	4	3.4	7	-5	-3	14	-9
Cc1noc(C)c1NC(=O)N(C)C[C@@H]1OCCCC[C@@H](C)Oc2ccc(NS(=O)(=O)c3ccc(Cl)cc3)cc2C(=O)N([C@H](C)CO)C[C@@H]1C
→ 8[16.7 µM]	.	-0.7	4	3	52	14	0
CO[C@H](CN(C)C(=O)c1ccccc1F)[C@H](C)CN([C@@H](C)CO)S(=O)(=O)c1ccc(F)cc1
→ .	-2	-0.3	0	0	-1	7	-7
S=C(Nc1ccc(Cl)cc1Cl)N1CCCC1
→ 17	0	-1.4	5	-7	5	-9	9
CCCn1c(SCC(=O)Nc2cccc(NC(C)=O)c2)nnc1C(C)C
→ 10	0	.	1	0	0	.	.
CC(=O)Nc1c(Cl)n(C(C)=O)c2ccccc12
→ 0	5	.	-2	-1	6	.	.
COc1cccc(CC(=O)n2nc(N)c3cc4ccc(OC)cc4nc32)c1
→ -7	63	1.5	-38	3	-1	.	13
COc1ccc(NC(=O)N(C)C[C@@H]2OCCCC[C@H](C)Oc3ccc(NC(=O)Cc4ccccc4)cc3C(=O)N([C@H](C)CO)C[C@@H]2C)cc1
→ 4[16.7 µM]	.	-1.1	-7	-1	10	-8	.
CS(=O)(=O)N(CC(=O)NCc1ccncc1)c1cc(Cl)ccc1Cl
→ .	.	0.2	-10	.	.	7	-6
COc1ccc(NC(=O)CC(c2ccco2)C(C)C)cc1 (stereo unspecified)
→ 4	14	-1.5	11	-4	-2	-11	4
CCOC(=O)[C@@H]1[C@H]2COc3ccc(Br)cc3[C@@H]2N2C(=O)N(c3cccc(F)c3)C(=O)[C@]12C
→ -1	8	0.7	7	1	2	6	-6
COc1ccc(OC)c(-c2csc(NC(=O)Cc3ccccc3)n2)c1
→ 47	-3	1.9	.	5	-13	-7	-3
O=C(Nc1ccc(F)cc1)N1CCN(c2ccc(F)cc2)CC1
→ .	.	0.7	-3	.	.	-3	-1
COC(=O)c1cccc(NC(=O)c2cnoc2C)c1
→ -7	6	.	1	-2	1	.	8
O=S(=O)(c1ccc(-c2ccccc2)cc1)N1[C@@H]2CNC[C@H]1C2c1ccc(-c2cccnc2)cc1 (stereo partly specified)
→ .	.	-1.8&-1.4	-1&-1	.	.	10&-7	-4&-7
Cc1cc(Br)ccc1S(=O)(=O)NCc1ccccc1
→ 41	4	-4.5	-8	-5	4	-37	0
O=C(O)c1ccccc1N1C(=O)c2cccc3cccc(c23)C1=O
→ 8	2	2.5	11	-4	5	-2	-4
COc1ccc(S(=O)(=O)Nc2ccc3c(c2)C(=O)N([C@@H](C)CO)C[C@@H](C)[C@@H](CN(C)C(=O)Nc2cccc4ccccc24)OCCCC[C@H](C)O3)cc1
→ 5[16.7 µM]	?	1.8	6	1	-1	-4	.
CC(=O)Nc1ccc(C(=O)CSc2nnc(-c3ccc(O)cc3)n2CC2CCCO2)cc1 (stereo unspecified)
→ -5	10	-0.7	6	-4	-1	-3	.
C[C@@H]1CCCCO[C@H](CN(C)CC2CCCCC2)[C@@H](C)CN([C@H](C)CO)C(=O)c2cc(NC(=O)Nc3ccc(F)cc3)ccc2O1
→ 9[16.7 µM]	.	0.5	3	0	0	-18	.
O=C(c1cccc(F)c1)N1C[C@@H]2[C@H](c3ccccc31)[C@H](CO)N2C(=O)c1ccccn1
→ 17[16.7 µM]	-12	-0.9	2	3	-1	0	.
O=C(COC(=O)c1ccc(Cl)cc1O)Nc1cccnc1Cl
→ -7	-3	2.7	0	.	.	-21	.
C[C@H](CO)N1C[C@H](C)[C@H](CN(C)C(=O)c2ccccn2)Oc2cc(C3=CCCC3)ccc2S1(=O)=O
→ 11[16.7 µM]	-8	-0.6	-5	2	0	3	.
C[C@H]1CN([C@@H](C)CO)C(=O)c2cc(-c3ccccc3)cnc2O[C@@H]1CN(C)C(=O)Nc1ccccc1F
→ -1[16.7 µM]	-1	-1.6	-4	-3	1	-11	-23

Later entries:
Results follow in this order: miR-122 sensor	Statin myotox sup	F508del corr	PGC1a acetyl inh	PglD DTNB	Cneo AK release	GSIS activator	FN deposit inh
COCC#Cc1ccc2c(c1)O[C@@H](CN(C)C(=O)COC)[C@@H](C)CN([C@@H](C)CO)S2(=O)=O
→ 2[16.7 µM]	-15	-1.7	14	-6	-1	5	.
CN(C)CCN1CC(C(=O)O)CC1=O (stereo unspecified)
→ 3	9	.	55	2	-2	.	.
CCn1cc(C(=O)NCCC(=O)NC(C)C)c(=O)c2cc3c(cc21)OCO3
→ .	-6	-2.4	.	-4	-2	-7	5
O=C(CN1C(=O)C2CCCCC2C1=O)N1CCN(c2ccccc2)CC1 (stereo unspecified)
→ 3	-11	-0.4	0	2	-1	-7	-3
CC1Cc2cc(S(=O)(=O)N3CCC(C(=O)N4CCCCC4)CC3)ccc2N1C(=O)C1CC1 (stereo unspecified)
→ -4	4	3.3	-4	9	1	13	7

An excerpt from the list above, as a working copy:
Results follow in this order: miR-122 sensor	Statin myotox sup	F508del corr	PGC1a acetyl inh	PglD DTNB	Cneo AK release	GSIS activator	FN deposit inh
C[C@H](CO)N1C[C@H](C)[C@H](CN(C)C(=O)c2ccccn2)Oc2cc(C3=CCCC3)ccc2S1(=O)=O
→ 11[16.7 µM]	-8	-0.6	-5	2	0	3	.
C[C@H]1CN([C@@H](C)CO)C(=O)c2cc(-c3ccccc3)cnc2O[C@@H]1CN(C)C(=O)Nc1ccccc1F
→ -1[16.7 µM]	-1	-1.6	-4	-3	1	-11	-23
COCC#Cc1ccc2c(c1)O[C@@H](CN(C)C(=O)COC)[C@@H](C)CN([C@@H](C)CO)S2(=O)=O
→ 2[16.7 µM]	-15	-1.7	14	-6	-1	5	.
CN(C)CCN1CC(C(=O)O)CC1=O (stereo unspecified)
→ 3	9	.	55	2	-2	.	.

Assay outcomes (PubChem)
